APJ ag: APJ receptor agonism | P35414 | CHO-K1 APJ PathHunter beta-arrestin, luminescence; 0% DMSO wells, 100% apelin | activation, % at 20 µM | 330,000 compounds, 0.11% hits;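 active = activation more than six SD over the plate average, tested at 20 µM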;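 note: 0% = DMSO alone and 100% = apelin-13 at 10 nM; some results filed as inactive read as strong as hits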
Target sequence (P35414 whole entry, looked up): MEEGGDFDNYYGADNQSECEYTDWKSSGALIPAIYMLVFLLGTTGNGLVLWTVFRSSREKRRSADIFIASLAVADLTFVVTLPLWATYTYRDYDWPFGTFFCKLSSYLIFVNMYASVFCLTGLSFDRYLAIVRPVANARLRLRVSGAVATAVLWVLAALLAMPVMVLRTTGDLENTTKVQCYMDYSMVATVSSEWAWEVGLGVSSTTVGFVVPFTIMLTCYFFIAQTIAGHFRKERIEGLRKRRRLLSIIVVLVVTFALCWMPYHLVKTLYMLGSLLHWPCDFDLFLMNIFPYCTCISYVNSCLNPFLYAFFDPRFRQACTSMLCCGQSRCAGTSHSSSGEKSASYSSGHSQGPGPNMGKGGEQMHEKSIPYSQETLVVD
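Assay system: CHO-K1 APJ beta-arrestin complementation cell line / Compound: single test compound dose, 20 µM final, 1% DMSO / Times: overnight seeding, 90 min compound at 25 °C, 1 h detection / Technique: beta-gal luminescence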
UPR CHOP act: activators of apoptotic arm of unfolded protein response (CHOP); activation, % at 10 µM; CHO-CHOP luciferase reporter, UPR activation, luminescence; percent of tunicamycin response over DMSO baseline; 330,000 compounds, 0.34% hits;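 active = at 10 µM dose, activation of 40% or more, normalized to positive control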;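 note: 100% = tunicamycin at 10 µg/mL and 0% = DMSO alone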
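Dosing – one dose, 10 µM in 0.5% DMSO · System – CHO-CHOP cells, stable luciferase reporter of PERK-eIF2a-CHOP signalling · Input – 500 cells/well · Control set – tunicamycin 10 µg/mL final as positive, DMSO-only wells as negative · Timing – 6 h compound treatment, 37 °C · Measure – % activation vs tunicamycin · Technique – luminescence read with Steady-Glo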
697 NFkB inh: lowers PMA/ionomycin-induced NF-kB signal in 697 B cells; 697 B-cell NF-kB luciferase reporter, 16 h; inhibition, % at 4 µM; 330,000 compounds, 0.33% hits; in the data active = inhibition above about 35%
XBP1 UPR activ: activators of adaptive arm of unfolded protein response (XBP1); CHO-XBP1 luciferase reporter, IRE1-XBP1 UPR activation, luminescence; percent of tunicamycin response, DMSO as zero; activation, % at 20 µM; 330,000 compounds, 0.33% hits;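 active = versus positive control, 20 µM dose yields 30% or more activation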;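 note: 100% = tunicamycin at 10 µg/mL and 0% = DMSO only wells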
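Material – CHO cell line with stable XBP1 luciferase reporter · Buffer or medium – F12 plus 10% FBS · Compound – single point, 20 µM final compound, 1% DMSO · Schedule – 16-18 h cell attachment at 37 °C, then 6 h compound exposure · Signal – Steady-Glo luminescence read · Benchmarks – high control tunicamycin 10 µg/mL final, low control DMSO vehicle only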
Jurkat NFkB inh: inhibitors of the PMA/ionomycin-induced NF-kB reporter in Jurkat cells; PMA/ionomycin-induced NF-kB luciferase reporter, luminescence; inhibition, % at 4 µM; 330,000 compounds, 0.53% hits; AID 435003; in the data active = inhibition above about 50%
Mdm2 MdmX PPI: disrupts the human Mdm2-MdmX interaction; O15151+Q00987; SaOS-2 split-luciferase Mdm2/MdmX complementation, luminescence; inhibition, % at 8 µM; 330,000 compounds, 3% hits;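 active = inhibition of at least 50% at 8 µM in the primary screen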
tim23-1 inh: inhibits growth of tim23-1 mutant yeast. S. cerevisiae tim23-1 growth, BacTiter-Glo luminescence, 24 h. inhibition, % at 20 µM. 330,000 compounds, 1.3% hits;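 active = growth inhibition of the mutant yeast at or above 50%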;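 note: temperature-sensitive mutant grown at 25 °C; plate controls were DMSO-treated mutant yeast for no effect and medium wells lacking yeast for full effect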
APJ antag: antagonists of human APJ apelin receptor | inhibition, % at 20 µM | P35414 | 330,000 compounds, 0.32% hits | CHO-K1 APJ beta-arrestin complementation, luminescence;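 active = inhibition above about 40% at 20 µM, limit read from the data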;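 note: cells challenged with 10 nM apelin-13 agonist together with compound; plate controls were apelin-13 plus DMSO wells for no effect and DMSO wells lacking apelin-13 for full effect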
* = called active by the depositor. The order is random (roughly 5% active in at least one column).

mol,UPR CHOP act,APJ antag,Mdm2 MdmX PPI,XBP1 UPR activ,tim23-1 inh,697 NFkB inh,APJ ag,Jurkat NFkB inh
CC(C)CC1NC(=O)N(CC(=O)Nc2cc([N+](=O)[O-])ccc2F)C1=O (configuration not stated),-1.5,-2,6,-3,-8,14,-2,10
COc1cc(C(=O)NC(C)c2cnn(-c3ccccc3C)c2C)cc(OC)c1OC (configuration not stated),0.6,0,19,1,8,-18,1,-9
CCn1nnnc1NC(=O)c1cccc(OC)c1,3.5,9,4,2,10,-11,-1,-21
Cc1cc(C)c2c(NC(=S)NC(=O)c3ccccc3)nn(C)c2n1,1.4,27,-18,-2,28,9,0,-4
Cc1nccn1CCCNC(=O)c1nc(Cn2cc([N+](=O)[O-])cn2)no1,2.0,-18,18,-4,2,3,0,-13
Cc1ccc(Cn2c(C)nc3ccc([N+](=O)[O-])cc3c2=O)cc1,2.0,-17,16,0,-5,1,-2,18
CCCCCCCCSc1nnc(/N=C/N(C)C)s1,-1.4,7,19,-4,38,-21,3,-4
O=C(O)/C=C/C(=O)Nc1ccccc1SC(F)(F)F,2.9,-24,-4,0,15,-29,0,17
CCN(C[C@H]1N[C@@](C)(C(=O)OC)[C@H]2C(=O)N(Cc3ccccc3)C(=O)[C@@H]12)S(=O)(=O)c1ccc(OC)cc1,2.7,5,4,0,-3,-6,-2,4
CCCc1c(C(=O)N/N=C/c2ccccc2C(F)(F)F)nnn1-c1nonc1N,2.5,1,-7,-2,-3,20,5,-1
COc1ccc(OC)c(/C=N/N=C(\N)c2nonc2N)c1,3.8,19,-45,5,15,18,-4,4
CC1=NN(c2ccc(Cl)cc2)C(=O)C1C(c1ccccc1O)c1c(C)[nH]n(-c2ccc(Cl)cc2)c1=O (configuration not stated),2.4,3,31,-2,57*,-4,0,-1

Reprinted from the part before: 5 compounds, followed by the next part.
mol,UPR CHOP act,APJ antag,Mdm2 MdmX PPI,XBP1 UPR activ,tim23-1 inh,697 NFkB inh,APJ ag,Jurkat NFkB inh
O=C(O)/C=C/C(=O)Nc1ccccc1SC(F)(F)F,2.9,-24,-4,0,15,-29,0,17
CCN(C[C@H]1N[C@@](C)(C(=O)OC)[C@H]2C(=O)N(Cc3ccccc3)C(=O)[C@@H]12)S(=O)(=O)c1ccc(OC)cc1,2.7,5,4,0,-3,-6,-2,4
CCCc1c(C(=O)N/N=C/c2ccccc2C(F)(F)F)nnn1-c1nonc1N,2.5,1,-7,-2,-3,20,5,-1
COc1ccc(OC)c(/C=N/N=C(\N)c2nonc2N)c1,3.8,19,-45,5,15,18,-4,4
CC1=NN(c2ccc(Cl)cc2)C(=O)C1C(c1ccccc1O)c1c(C)[nH]n(-c2ccc(Cl)cc2)c1=O (configuration not stated),2.4,3,31,-2,57*,-4,0,-1
COC(=O)[C@@]12CCCCN1[C@H](c1ccc(SC3CCCCC3)c(OC)c1)[C@@H]1C(=O)N(C)C(=O)[C@@H]12,-0.9,-22,38,0,22,1,-3,2
O=C(Nc1cccc(NC(=O)c2ccc(-c3cccc(Br)c3)o2)c1)c1ccco1,2.7,2,43,-1,60*,7,1,-10
O=C(NCC1COc2ccccc2O1)C1CCC(CNc2c(N3CCCCC3)c(=O)c2=O)CC1 (configuration not stated),-1.7,9,-11,-2,-2,3,0,-9
COCc1nnc(NC(=O)c2ccc(S(=O)(=O)N3CCCC3)cc2)o1,2.7,5,9,-3,7,-2,-4,5
COc1ccc(OCC(O)CNC(=O)/C=C/c2cccc([N+](=O)[O-])c2)cc1 (configuration not stated),-1.1,0,17,-1,7,-1,-2,1
COc1ccc(NC(=O)CC2CCCC2)cc1OC,1.8,2,-28,3,17,-10,2,-16
COc1cc(C2N(C)CCC3(OCCO3)C2(C)C)cc(OC)c1OC (configuration not stated),-0.7,-11,4,-2,-5,10,1,0
Cc1ccc(S(=O)(=O)N2CCN(C(=O)CCN3C(=O)c4ccccc4C3=O)CC2)cc1C,2.6,1,-9,0,-23,7,-2,7
CCCCn1c(N)c(N(CCOC)C(=O)c2ccc(-c3ccc([N+](=O)[O-])cc3)o2)c(=O)[nH]c1=O,-0.2,-43,19,-4,-1,8,1,15
CCC(C)(C)NC(=O)/C=C/c1ccccc1[N+](=O)[O-],1.2,3,12,-2,7,21,-1,10
CCCCn1c(=O)[nH]c(=O)c2c1ncn2Cc1ccco1,-1.3,2,-5,1,16,22,-5,4
O=C(COc1coc(CN2CCc3ccccc3C2)cc1=O)Nc1ccc(F)cc1,-1.2,1,3,-1,14,11,7,0

mol,UPR CHOP act,APJ antag,Mdm2 MdmX PPI,XBP1 UPR activ,tim23-1 inh,697 NFkB inh,APJ ag,Jurkat NFkB inh
O=C(Nc1ccc(F)cc1)NC1CCCc2ccccc21 (configuration not stated),-2.8,11,3,-2,-13,4,2,10
CCn1c(C)cc(/C=C2\NC(=O)N(CC(=O)Nc3cccc(C)c3)C2=O)c1C,3.0,-1,38,2,-11,11,-5,3
COC(=O)c1ccc(N2CCN(C)CC2)c(NC(=O)c2ccc(-c3ccc(Cl)cc3)o2)c1,11,-40,43,45*,22,-14,-2,-7
C/C(CC1CC(COCC(C)C)OC1=O)=N\Nc1nc(-c2ccccc2)cs1 (configuration not stated),-1.7,29,26,-3,16,9,-6,1
Cc1ccccc1N1C(=O)C2ON(c3ccccc3)C(c3ccncc3)C2C1=O (configuration not stated),-0.1,-24,9,-1,4,15,0,21
Cc1cc(C)cc(N=C(NO)c2cccc([N+](=O)[O-])c2)c1,-0.4,-8,16,-3,15,12,-1,-1
Cc1onc(-c2ccccc2)c1C(=O)OCCOc1cccc(Cl)c1,1.4,-3,52*,-4,12,-15,-2,52*
CCn1c(CNc2ccccc2Cl)nnc1SCC(=O)OC1CCCCC1,-0.6,-5,5,3,36,-2,-5,8
Cc1ccc(S(=O)(=O)N2CCN(CC(=O)N/N=C/c3ccc(C)o3)CC2)cc1,-1.4,-3,12,1,13,12,-2,-6
Cc1ccc2nc(SCCC(=O)O)cc(C)c2c1,-0.6,8,17,-1,8,8,-6,-2
FC(F)(F)c1cc(-c2ccco2)nc(NCc2cccnc2)n1,-1.2,2,21,-3,3,-28,-4,7
COc1ccc(NS(=O)(=O)c2cn(C)cn2)c(OC)c1,0.9,-5,-13,-5,-10,1,3,1

mol,UPR CHOP act,APJ antag,Mdm2 MdmX PPI,XBP1 UPR activ,tim23-1 inh,697 NFkB inh,APJ ag,Jurkat NFkB inh
Cc1cc(C)cc(Oc2nc(-c3ccccc3)cc(C)c2S(C)(=O)=O)c1,0.1,4,19,-3,33,-12,-2,-17
Cc1ccc2cc(C(c3nnnn3C3CCCC3)N(Cc3ccco3)Cc3cccs3)c(=O)[nH]c2c1 (configuration not stated),0.6,17,-7,-3,33,11,-3,2
COC(=O)c1ccc(CSc2nnc(-c3ccccc3)n2C)o1,1.8,-13,-22,9,21,-41,2,-7
CCN1CCN(c2ccc(S(=O)(=O)N3CCCCC3)cc2NC(=O)c2cccc(C(F)(F)F)c2)CC1,-0.2,-32,30,-1,11,-43,-5,5
COC(=O)c1ccc(OC)c(CSc2nnc(COc3ccccc3)o2)c1,-2.5,-2,23,-5,20,3,-2,-5
COc1ccc(NC(=O)CN2CCN(S(=O)(=O)c3cccs3)CC2)cc1Cl,2.7,15,37,0,23,-1,-3,-11
CCNC(=O)Cc1c(OC)ccc2cc(Br)ccc12,-1.3,-3,-4,-4,-2,0,-1,3
O=C(CCN1C(=O)/C(=C/c2ccccc2Cl)SC1=S)NCCc1ccc(O)cc1,-0.9,-12,78*,-3,9,6,-3,9
Cc1nn(C(C)C)c(C)c1CN1CCN(Cc2ccsc2)C(CCO)C1 (configuration not stated),1.4,15,4,2,0,11,-2,7
O=C1C(=O)N(CCN2CCOCC2)C(c2ccccn2)/C1=C(/O)c1ccccc1 (configuration not stated),-1.4,-2,15,-2,7,-5,4,19
CCSc1nc2ccccc2n1C(=O)c1ccc(S(=O)(=O)N2CCCCC2)cc1,-0.5,0,-39,2,23,-35,4,-18
O=P(C(=NCCO)NO)(N1CCOCC1)N1CCOCC1,3.9,10,12,0,-13,12,-1,6

mol,UPR CHOP act,APJ antag,Mdm2 MdmX PPI,XBP1 UPR activ,tim23-1 inh,697 NFkB inh,APJ ag,Jurkat NFkB inh
CC1CCCCN1C(=O)COc1ccc(F)cc1 (configuration not stated),4.9,12,-6,-1,19,2,-1,11
O=C(CCCSc1nc2ccccc2s1)Nc1nccs1,-0.9,-5,-7,0,-7,-21,-4,-2
COc1ccccc1N(CC(=O)NCCSCc1ccc(Cl)cc1)S(C)(=O)=O,-0.2,1,6,-4,0,-12,-3,-9
COc1ccccc1CN1CC(C(=O)NCc2cccc(C)n2)CCC1=O (configuration not stated),-0.8,3,-14,-6,7,6,0,20
Cc1ccc(S(=O)(=O)N2CCCCC2)cc1NC(=O)Cn1ncc(Cl)c(Cl)c1=O,0.2,-2,97*,-8,3,-37,1,15
CCN1CCN(C(=O)Cn2c(=O)sc3ccccc32)CC1,-1.8,-7,-21,-1,14,0,-4,6
O=C(COc1ccc(C(=S)N2CCOCC2)cc1)Nc1ccccc1C(F)(F)F,1.3,2,8,-2,-15,8,-3,4
C=C(C)CNC(=S)N/N=C/C1=CCC2CC1C2(C)C (configuration not stated),-1.2,28,11,-5,33,2,-4,9
Cc1ccccc1Oc1nc2ccccn2c(=O)c1/C=C(\C#N)C(=O)Nc1c(C)n(C)n(-c2ccccc2)c1=O,-2.7,-22,16,-4,5,10,-3,-2
Cc1ccc(OCCC(=O)Nc2ccc(S(=O)(=O)Nc3nccs3)cc2)cc1,1.6,6,4,-3,13,8,-2,12
Cc1ccccc1-c1noc(CCC(=O)NCCc2ccccc2)n1,4.5,17,1,2,23,-14,-4,-9
CCN1CCN(c2ccc(S(=O)(=O)N3CCCCC3)cc2NC(=O)Cc2ccccc2F)CC1,-0.2,19,20,1,14,-13,3,-11

mol,UPR CHOP act,APJ antag,Mdm2 MdmX PPI,XBP1 UPR activ,tim23-1 inh,697 NFkB inh,APJ ag,Jurkat NFkB inh
CCOC(=O)C1CCN(c2ccccc2CN2CCN(c3ccccc3OCC)CC2)CC1,1.5,12,63*,-7,24,3,0,13
Cc1ccc(Cl)cc1N1CCN(C(=O)c2cc3c(=O)n(C)c4ccccc4c3n2C)CC1,5.9,-27,98*,8,4,-22,13*,10
COC(=O)c1sccc1NC(=O)/C=C/c1ccc(Cl)cc1,5.8,9,-95,1,-3,-95,-4,-91
COc1ccc(C(=O)NCc2cn3cccc(C)c3n2)cc1OC,0.9,6,17,-1,-4,4,-4,-10
O=C(Nc1ccc2c(c1)OCCO2)C1CCCN(S(=O)(=O)Cc2ccccc2)C1 (configuration not stated),-2.0,11,0,-3,13,-36,0,5
COc1cc2c(cc1OC)C(c1ccccc1)N(S(C)(=O)=O)CC2 (configuration not stated),-0.9,23,-25,0,12,8,-2,20
CCOC(=O)c1c[nH]c2c(C)ccc(Cl)c2c1=O,-0.6,-11,15,-4,7,3,-4,-14
CCC(C)(C)NC(=O)C(c1ccccn1)N(C(=O)c1csnn1)c1ccc(C)c(C)c1 (configuration not stated),1.0,1,2,-4,14,11,-1,-5
COc1ccc(-n2c(=O)/c(=C\c3cccs3)s/c2=C(/C#N)C(=O)NCCN2CCOCC2)cc1,-1.4,-11,35,6,1,2,2,0
O=S(=O)(Nc1cccc(S(=O)(=O)N2CCOCC2)c1)c1ccc(Cl)s1,0.3,6,-10,-2,8,14,-4,-12
CCOC(=O)N1CCN(CC(=O)c2ccc(O)c(C)c2O)CC1,2.2,13,8,4,-1,-10,-3,-16
